# U2OS ROS induce: inducers of reactive oxygen species in cancer cells; ROS induction (% of piperlongumine), % at 10 µM; U2OS ROS induction, H2DCF-DA fluorescence; 46,000 tested, 2% active; in the data active means ROS induction above about 79%, passing the limit was not always enough; inconclusive means no clear call, values can overlap the other calls;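 further: 0% = DMSO vehicle median and 100% = reference compound median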
# An asterisk follows results filed as active; u = inconclusive. An excerpt. The share of hits here may be higher or lower than overall.
SMILES	U2OS ROS induce
Cc1ccc(S(=O)(=O)N(C)C[C@H]2Oc3ccc(NC(=O)Nc4cccc5ccccc45)cc3C(=O)N([C@H](C)CO)C[C@H]2C)cc1	-2.0
O=C(NC(C(F)(F)F)C(F)(F)F)OCc1ccccc1	-14.1
Cc1noc(C)c1S(=O)(=O)Nc1ccc2c(c1)CC(=O)N([C@H](C)CO)C[C@H](C)[C@H](CN(C)CC1CC1)O2	7.8
C[C@H](CO)N1C[C@H](C)[C@H](CN(C)Cc2ccc3c(c2)OCO3)Oc2ccc(NC(=O)NC3CCCCC3)cc2C1=O	4.5
C[C@@H]1CN([C@@H](C)CO)C(=O)c2cc(NC(=O)Nc3cccc4ccccc34)ccc2O[C@H]1CN(C)Cc1ccc(Cl)c(Cl)c1	13.7
CN(C)C=NC(=O)c1sc(S(C)(=O)=O)c2c1CCC=C2	11.5
CC1CCN(c2ncnc3c2cnn3Cc2ccc(Cl)cc2)CC1	32.5
C[C@@H]1CN([C@@H](C)CO)C(=O)Cc2cc(NC(=O)Nc3ccccc3)ccc2O[C@@H]1CN(C)CC1CC1	3.1
CCN(C(=O)c1cnccc1C(F)(F)F)c1ccc(Cl)cc1Cl	8.5
COc1ccc(NC(=O)N(C)C[C@H]2Oc3ccc(NC(=O)Nc4c(C)noc4C)cc3C(=O)N([C@H](C)CO)C[C@H]2C)cc1	-2.8
C[C@@H]1CN([C@H](C)CO)C(=O)Cc2cc(NC(=O)Cn3cnnn3)ccc2O[C@H]1CN(C)S(=O)(=O)c1ccccc1	-1.2
C[C@@H]1CN([C@H](C)CO)C(=O)Cc2cc(NS(=O)(=O)c3cccs3)ccc2O[C@H]1CN(C)S(C)(=O)=O	1.6
CC(C)NC(=O)N(C)C[C@@H]1Oc2c(NS(=O)(=O)c3ccc(F)cc3)cccc2C(=O)N([C@@H](C)CO)C[C@@H]1C	-12.8
Cc1nn(C(N)=S)c2c1CC(COCCC(C)C)O2 (stereo unspecified)	-0.4
O=C(/C=C/c1ccc(O)cc1)OC[C@H]1O[C@@H](Oc2cc(O)c3c(c2)OC(c2ccc(O)cc2)CC3=O)[C@H](O)[C@@H](OC(=O)/C=C/c2ccc(O)cc2)[C@@H]1O (stereo partly specified)	165.1*
COc1ccc(CN(C)C[C@H]2Oc3c(NC(=O)c4ccc(-c5nccs5)cc4)cccc3C(=O)N([C@@H](C)CO)C[C@H]2C)cc1	12.0
Cc1ccc(NC(=O)COc2ccc3ccccc3c2Br)c([N+](=O)[O-])c1	-29.5
Cc1ccc(Nc2ccc3noc4c3c2C(=O)c2ccccc2-4)cc1	58.4
COc1ccc(C(CC(=O)NCc2ccc(C)cc2)N2Cc3ccccc3C2=O)cc1OC (stereo unspecified)	0.8
CC(C)COC(=O)C1C2C=CC3(CN(Cc4cccs4)C(=O)C13)O2 (stereo unspecified)	-12.3
C[C@@H]1CN([C@@H](C)CO)C(=O)CCCn2cc(nn2)CO[C@H]1CN(C)S(=O)(=O)c1ccc(F)cc1	14.7
C[C@@H]1CN([C@H](C)CO)C(=O)c2cc(N(C)C)ccc2O[C@H]1CN(C)Cc1ccc(C(=O)O)cc1	-1.8
CSc1nn(-c2ccccc2)cc1C(=O)N1CCCCC1	-15.5
C[C@H]1CN([C@@H](C)CO)C(=O)Cc2cc(NC(=O)Nc3ccc(F)cc3)ccc2O[C@@H]1CN(C)Cc1ccc(-c2ccccc2)cc1	21.7
NC(=O)COc1ccc(NC(=O)c2cccnc2)cc1	-5.6
COc1ccc(S(=O)(=O)N(C)C[C@H]2Oc3ccc(NC(=O)Nc4ccc(C(F)(F)F)cc4)cc3C(=O)N([C@H](C)CO)C[C@@H]2C)cc1	24.5
CC12CS(=O)(=O)CC1SC(=S)N2Cc1ccccc1 (stereo unspecified)	-11.5
C[C@@H]1CN([C@@H](C)CO)C(=O)c2cc(NC(=O)Cn3cnnn3)ccc2O[C@H]1CN(C)Cc1ccc(-c2ccccc2)cc1	-1.8
CCN(CC(=O)Nc1cccc([N+](=O)[O-])c1)S(=O)(=O)c1ccc(C)cc1	25.9
C[C@@H]1CN([C@@H](C)CO)C(=O)c2cccc(NC(=O)C3CCCCC3)c2O[C@@H]1CN(C)C(=O)Nc1cccc2ccccc12	2.9
COc1cc(OC)nc(NC(=O)CSc2nc3ccccc3o2)n1	-0.4
O=C(c1cn(-c2ccccc2)nc1-c1cc2ccccc2oc1=O)n1nnc2ccccc21	8.8
Cc1cc(OCC(=O)N(C)C2CCCCC2)ccc1Cl	-7.4
C[C@H](CO)N1C[C@H](C)[C@H](CN(C)Cc2ccc(C(F)(F)F)cc2)Oc2ccc(NC(=O)CCN3CCOCC3)cc2CC1=O	31.6
CCN(CC(=O)O)S(=O)(=O)c1ccc2ccccc2c1	-9.2
COc1ccc(-c2nnc(SCC(=O)Nc3cccc(SC)c3)o2)cc1	10.6
C[C@H]1CN([C@@H](C)CO)C(=O)c2cccc(NC(=O)c3nc4ccccc4s3)c2O[C@H]1CN(C)CC1CCCCC1	30.8
CCNS(=O)(=O)c1ccc(-c2oc3cc(S(=O)(=O)NCC)ccc3c2Cl)cc1	25.4
CCOC(=O)CSc1nc2ccc(I)cc2c(=O)n1-c1ccccc1OC	30.4
C[C@H](CO)N1C[C@H](C)[C@@H](CN(C)Cc2ccc(C(=O)O)cc2)Oc2c(cccc2N(C)C)C1=O	-9.9
CC(C)NC(=O)N(C)C[C@@H]1Oc2c(NC(=O)c3ccc(-c4nccs4)cc3)cccc2C(=O)N([C@H](C)CO)C[C@H]1C	0.7
C[C@H]1CN([C@@H](C)CO)C(=O)c2cc(NC(=O)C3CC3)ccc2O[C@H]1CN(C)Cc1ccncc1	-8.1
COc1ccc(C(=O)N(c2ccc(OC)cc2)S(=O)(=O)c2ccc(C)cc2)cc1	1.0
O=C(NCc1ccc(F)cc1)[C@H]1C[C@H]2C(=O)N3CCC[C@H]3C(=O)N2[C@H]1c1cccc(OCCO)c1	-5.4
Cc1ccc(NC(=O)CC(NCC2CCCO2)C(=O)O)cc1 (stereo unspecified)	-6.2
Cc1noc(C)c1NC(=O)N(C)C[C@@H]1Oc2c(NC(=O)c3cnccn3)cccc2C(=O)N([C@@H](C)CO)C[C@H]1C	-7.9
Cc1ccccc1NC(=O)c1cnn2c(C(F)(F)F)cc(-c3ccco3)nc12	7.5
C[C@H](CO)N1C[C@H](C)[C@@H](CN(C)S(=O)(=O)c2ccccc2)Oc2c(NC(=O)Nc3cccc4ccccc34)cccc2C1=O	-0.1
C[C@@H]1CN([C@@H](C)CO)C(=O)Cc2cc(NS(C)(=O)=O)ccc2O[C@@H]1CN(C)Cc1ccc(C(=O)O)cc1	-4.5
Cc1ccc(N(C(C)C(=O)Nc2ccc(Br)cc2F)S(C)(=O)=O)cc1C (stereo unspecified)	-1.4

# Later entries
SMILES	U2OS ROS induce
O=C(Oc1c(Br)cc(Br)c2cccnc12)N1CCOCC1	3.4
CCCNC(=O)Cc1c(C)nc2cc(-c3ccccc3)nn2c1C	66.7
COc1ccc(S(=O)(=O)Nc2ccc3c(c2)C(=O)N([C@@H](C)CO)C[C@H](C)[C@@H](CN(C)S(=O)(=O)c2cn(C)cn2)O3)cc1	-9.8
CC(C)NC(=O)N(C)C[C@@H]1Oc2ccc(NC(=O)CCC(F)(F)F)cc2CC(=O)N([C@H](C)CO)C[C@@H]1C	-4.9
C[C@@H]1CCCCO[C@@H](CN(C)S(=O)(=O)c2ccc(Cl)cc2)[C@@H](C)CN([C@H](C)CO)C(=O)c2cc(NC(=O)C3CCCCC3)ccc2O1	52.0
C[C@H]1CN([C@@H](C)CO)C(=O)CCCn2cc(nn2)CO[C@@H]1CN(C)C(=O)Nc1ccc(C(C)(C)C)cc1	-8.9
C[C@@H]1CCCCO[C@H](CN(C)C)[C@@H](C)CN([C@H](C)CO)C(=O)c2cc(NS(=O)(=O)c3ccccc3)ccc2O1	-4.1
C[C@H](CO)N1C[C@H](C)[C@@H](CN(C)C(=O)Nc2ccccc2)Oc2c(NC(=O)Nc3ccc4c(c3)OCO4)cccc2C1=O	5.9
C[C@@H]1CN([C@H](C)CO)C(=O)c2cccc(N(C)C)c2O[C@H]1CN(C)CC1CC1	-7.3
COc1ccc(Br)cc1C1SCCN1S(=O)(=O)c1ccc(Cl)c(Cl)c1 (stereo unspecified)	3.8
C[C@H]1CN([C@@H](C)CO)C(=O)c2cc(NC(=O)c3ccncc3)ccc2O[C@@H]1CN(C)S(=O)(=O)c1cccs1	-14.2
O=C(CCCn1sc2ccccc2c1=O)N1CCCC1	-5.0
COc1ccc(/C=N/NC(=O)CCCCC(=O)NO)cc1OC	1.6
COc1ccc(S(=O)(=O)Nc2ccc3c(c2)CC(=O)N([C@@H](C)CO)C[C@H](C)[C@@H](CN(C)Cc2ccc(C(F)(F)F)cc2)O3)cc1	22.0
CCCCn1c2nc3ccccc3nc2c2c(N)ncnc21	7.4
C[C@@H]1CN([C@@H](C)CO)C(=O)Cc2cc(NC(=O)CCN3CCOCC3)ccc2O[C@@H]1CN(C)C	4.3
Cc1nnc(SCc2cc(=O)[nH]c(N3CCN(Cc4ccccc4)CC3)n2)s1	-2.7
C[C@@H]1CN([C@H](C)CO)C(=O)c2cc(NC(=O)Nc3cccc4ccccc34)ccc2O[C@@H]1CN(C)Cc1ccc(Cl)c(Cl)c1	-1.7
C[C@@H]1CN([C@H](C)CO)C(=O)c2cc(NC(=O)NC3CCCCC3)ccc2O[C@@H]1CN(C)C(=O)NC1CCCCC1	u
C[C@H]1CN([C@@H](C)CO)C(=O)c2cccc(NC(=O)c3ccc(-c4nccs4)cc3)c2O[C@@H]1CN(C)Cc1ccc(Cl)c(Cl)c1	u
CC(C)(C)n1ncc2c(=O)n(Cc3cccc4ccccc34)cnc21	8.9
O=C(NC1CC1)c1n[nH]c(=O)c2ccccc12	-9.2
CCCNC(=O)OCN1C(=O)c2ccc(N)cc2C1=O	-2.8
CCOc1ccc(-n2c(C)nnc2SCC(=O)Nc2ccc(Br)cc2F)cc1	-6.4
CCOc1ccc(-n2c(SCC(=O)c3ccc(Br)cc3)nnc2-c2cccnc2)cc1	18.8
Cc1sc(N)nc1C12CC3CC(CC(C3)C1)C2	-12.5
CCOC(=O)C1(O)c2ccccc2NC(=O)N1C (stereo unspecified)	0.8
CSc1cccc(NC(=S)NN(C)C)c1	-17.5
Cn1nc(C(=O)NCCN(Cc2ccco2)C2CCCC2)c2c1-c1ccccc1OC2	14.7
CCCc1c(OCCCCc2nn[nH]n2)ccc(C(C)=O)c1O	0.5
C=C1C(=O)OC2CC3(C)CCC=C(CO)C3CC12 (stereo unspecified)	35.1
COc1ccc(NC(=O)CSc2ncnc3sc(-c4ccccc4)cc23)cc1Cl	2.6
N#CCCn1cc(CO)c(-c2ccc(Cl)cc2)n1	-7.1
Cc1cc(C(=O)Nc2ccc(S(=O)(=O)Nc3onc(C)c3C)cc2)c(C)o1	1.0
C=CCSc1nnc(-c2ccc(C(F)(F)F)cn2)s1	0.9
CNC[C@H]1Oc2ccc(NC(=O)C3CC3)cc2CC(=O)N([C@H](C)CO)C[C@H]1C	67.2
Cc1noc(C)c1NC(=O)N(C)C[C@@H]1OCc2cn(nn2)CCCC(=O)N([C@H](C)CO)C[C@H]1C	11.0
C=CCN1C(=O)NC(=O)/C(=C\c2cn(Cc3ccccc3)c3ccccc23)C1=O	155.1*
C[C@H]1CN([C@@H](C)CO)C(=O)c2cccc(NC(=O)NC3CCCCC3)c2O[C@@H]1CN(C)Cc1ccc(-c2ccccc2)cc1	18.6
C/C(=N\N1CCN(C2c3ccccc3-c3ccccc32)CC1)c1cccnc1	-8.2
COc1ccc(C(N)=O)cc1NC(=O)CC(O)(C(F)(F)F)C(F)(F)F	-3.1
CNC[C@H]1Oc2c(NC(=O)C3CC3)cccc2C(=O)N([C@@H](C)CO)C[C@H]1C	-2.7
C[C@H](CO)N1C[C@H](C)[C@H](CN(C)C(=O)Nc2ccc(C(F)(F)F)cc2)Oc2c(NC(=O)c3ccncc3)cccc2C1=O	0.5
CC(O)CNc1nc2c(c(=O)n(Cc3ccccc3F)c(=O)n2C)n1C (stereo unspecified)	u
COC(=O)Nc1nc2ccc(C(=O)c3ccccc3)cc2[nH]1	21.5
COc1ccc(S(=O)(=O)N(C)C[C@H]2Oc3ccc(NC(=O)C4CC4)cc3C(=O)N([C@H](C)CO)C[C@@H]2C)cc1	-2.4
CC(=O)Nc1ccc(Br)cc1-c1nc2ccccc2[nH]c1=O	-4.6
Cc1ccc(S(=O)(=O)NCCSc2nnc(N)s2)cc1	-3.6
COc1ccc(S(=O)(=O)N(C)C[C@H]2Oc3ccc(NS(=O)(=O)c4c(C)noc4C)cc3C(=O)N([C@@H](C)CO)C[C@H]2C)cc1	-2.1
O=C(N/N=C/c1cccc(O)c1)c1ccccc1O	0.0
Cc1ccc(S(=O)(=O)Nc2ccc3c(c2)CC(=O)N([C@H](C)CO)C[C@H](C)[C@H](CN(C)Cc2ccc(Cl)c(Cl)c2)O3)cc1	12.3
C[C@@H]1CN([C@H](C)CO)C(=O)c2cccc(NC(=O)C3CCCCC3)c2O[C@@H]1CN(C)C(=O)Nc1ccccc1	-5.3

# Of the compounds above, these contain a COOH group:
SMILES	U2OS ROS induce
C[C@@H]1CN([C@H](C)CO)C(=O)c2cc(N(C)C)ccc2O[C@H]1CN(C)Cc1ccc(C(=O)O)cc1	-1.8
CCN(CC(=O)O)S(=O)(=O)c1ccc2ccccc2c1	-9.2
C[C@H](CO)N1C[C@H](C)[C@@H](CN(C)Cc2ccc(C(=O)O)cc2)Oc2c(cccc2N(C)C)C1=O	-9.9
Cc1ccc(NC(=O)CC(NCC2CCCO2)C(=O)O)cc1 (stereo unspecified)	-6.2
C[C@@H]1CN([C@@H](C)CO)C(=O)Cc2cc(NS(C)(=O)=O)ccc2O[C@@H]1CN(C)Cc1ccc(C(=O)O)cc1	-4.5
